High-throughput results (PubChem)
pCIP destab: lowers stability of the mouse p/CIP coactivator protein; Q05BA5; F442A p/CIP-EGFP cells, EGFP fluorescence, 16 h; decrease of EGFP signal, % at 10 µM; actives 0.01% (n = 290,000);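 active = EGFP signal decrease of at least 30% at 10 µM or well 3 SD below plate mean, unless failing retest; inactive = the rest, including hits failing retest or dose response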; also: some compounds called inactive have numbers as strong as hits; many of its hits are not listed in these tables
GalR3 antagonist: blocks the human galanin receptor 3. O60755. AID 651719. inhibition, % at 3 µM. HEK293 GalR3-CNG cAMP membrane potential fluorescence; galR3 body fused to GalR1 C-terminus. actives 0.44% (n = 360,000);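 active = inhibition above the screen-wide average plus 3 SD, cut at about 13% in these data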;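 also: forskolin and galanin both at EC90 stimulate the cells; cAMP rise reported by CNG channel membrane potential dye signal; 0% = forskolin plus galanin with DMSO and 100% = forskolin alone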
CRFBP-R2 agonist: CRF-BP/CRF-R2 complex agonism; HEK293 CRF-R2/CRF-BP, calcium dye fluorescence (FLIPR); percent of saturating CRF peptide response; actives 0.46% (n = 350,000); AID 588473; activation, % at 13.2 µM;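 active = activation of at least 50%, plus an integration ratio under a set limit after plate pattern correction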;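 also: plate controls were neutral control wells without compound for no effect and CRF at EC100 for full effect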
PHOSPHO1 inh: PHOSPHO1 (human) inhibition | Q8TCT1 | recombinant PHOSPHO1, absorbance phosphatase assay | inhibition, % at 13.3 µM | actives 1.1% (n = 290,000) | AID 1565; in the data active = inhibition above about 60%
Target sequence (Q8TCT1 whole entry, looked up): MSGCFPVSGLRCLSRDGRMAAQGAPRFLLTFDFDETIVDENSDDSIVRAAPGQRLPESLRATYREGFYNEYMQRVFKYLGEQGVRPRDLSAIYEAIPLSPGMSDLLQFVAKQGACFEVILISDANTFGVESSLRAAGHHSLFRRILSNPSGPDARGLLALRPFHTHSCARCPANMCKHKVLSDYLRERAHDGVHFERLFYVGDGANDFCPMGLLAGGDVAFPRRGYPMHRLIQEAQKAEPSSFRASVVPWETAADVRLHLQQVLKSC
MEKK3 PB1 HTS: MEKK3-MEK5 PB1 interaction, increase or decrease | bead-based flow cytometry, Alexa488-MEK5 binding to MEKK3; actives lie on both sides; 0 = blocked by unlabeled MEK5, 100 = vehicle | binding response (% of control), % at 10 µM | actives 1.4% (n = 290,000) | AID 1529;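 active = binding response more than 3 SD above or below the average of its plate-row segment, actives on both sides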;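 also: Alexa488 bead fluorescence after subtracting the streptavidin-only scavenger bead signal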
Target sequence (Q99759 whole entry, looked up): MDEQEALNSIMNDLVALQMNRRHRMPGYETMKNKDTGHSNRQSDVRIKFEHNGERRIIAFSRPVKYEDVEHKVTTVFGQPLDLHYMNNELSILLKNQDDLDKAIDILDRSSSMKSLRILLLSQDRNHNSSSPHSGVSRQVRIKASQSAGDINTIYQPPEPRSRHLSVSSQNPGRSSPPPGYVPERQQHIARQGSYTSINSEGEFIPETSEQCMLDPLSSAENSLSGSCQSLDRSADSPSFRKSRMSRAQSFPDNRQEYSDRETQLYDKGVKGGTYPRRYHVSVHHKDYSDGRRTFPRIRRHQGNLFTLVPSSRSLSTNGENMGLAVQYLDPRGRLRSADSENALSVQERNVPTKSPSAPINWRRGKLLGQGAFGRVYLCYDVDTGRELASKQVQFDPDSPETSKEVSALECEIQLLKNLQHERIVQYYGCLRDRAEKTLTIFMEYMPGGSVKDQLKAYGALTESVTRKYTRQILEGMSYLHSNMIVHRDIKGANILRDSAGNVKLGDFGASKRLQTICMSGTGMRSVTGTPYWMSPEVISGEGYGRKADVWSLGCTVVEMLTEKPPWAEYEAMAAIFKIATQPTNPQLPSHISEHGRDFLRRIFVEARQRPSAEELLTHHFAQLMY
CRFBP-R2 block: antagonists of CRF-binding protein/CRF-R2 receptor complex | HEK293 CRF-R2/CRF-BP, CRF-induced calcium fluorescence | inhibition, % at 11.8 µM | actives 0.59% (n = 350,000) | AID 588475;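 active = inhibition of the ligand-induced calcium signal above about 50% at the single tested concentration, limit read from the data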
M4 PAM: CHRM4 positive allosteric modulation; actives 0.4% (n = 360,000); P08173; CHO-K1 hM4/Gqi5, Fluo-8 calcium fluorescence, ACh EC20; 0% = ACh EC20, 100% = maximal ACh; AID 624126; activation, % at 3 µM;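 active = activation above its plate's cutoff, the mean activation of sample wells plus 3 SD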; also: some results filed as inactive read as strong as hits
IDE act: IDE (human) activation, cell-based; P14735; HEK cells, FAbeta-B cleavage, fluorescence polarization; 0% vehicle, 100% cell-free pure enzyme wells; activation, % at 5.96 µM; actives 0.073% (n = 340,000); AID 493087;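 active = activation above the mean of all tested compounds plus 3 SD, set per screening campaign, cut at about 17% in these data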
IDE cell inh: inhibitors of human insulin-degrading enzyme in cells | P14735 | HEK cells, FAbetaB cleavage, fluorescence polarization | actives 0.41% (n = 320,000) | inhibition, % at 5.59 µM | AID 434962;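 active = percent inhibition above the average of all tested compounds plus 3 SD, set per screening campaign, cut at about 16% in these data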;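 also: IDE supplied by intact live HEK cells; FP after avidin binding of uncleaved biotin substrate so inhibition keeps polarization high; 0% = DMSO wells and 100% = 60 µM reference IDE inhibitor Ii1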
* marks the source's active call; other numbers are inactive results; . = not tested or not shown; [ ] = dose if it differs, or a comment.

SMILES	pCIP destab	GalR3 antagonist	CRFBP-R2 agonist	PHOSPHO1 inh	MEKK3 PB1 HTS	CRFBP-R2 block	M4 PAM	IDE act	IDE cell inh
CCOc1cc(C)c(C(C)C)cc1S(=O)(=O)n1cnc(C)c1	2	-7	104*	22	99	-49	-1	.	1
Cc1nnc(NC(=O)CSc2cn(CCNC(=O)c3ccccc3)c3ccccc23)s1	-2	.	-8.2	-3	98	-5	-10	-5	3
COc1ccc(CC(=O)NC(C)c2ccc(Cl)c(Cl)c2)cc1S(=O)(=O)N1CCOCC1 (centres undefined)	.	-5	-2.3	.	.	-3	1	5	.
CN(C(=O)c1cccc(Cl)c1)C1CCCN(Cc2ccccc2F)C1 (centres undefined)	-9	-3	-0.7	25	106	3	-6	0	4
CN(C)CCOc1ccc(-c2c(-c3ccccc3)sc3ccccc23)cc1	.	-12	3.8	.	.	-13	0	2	8
Cc1cccc2cc(CN(CCCO)C(=O)Nc3ccccc3Cl)c(=O)[nH]c12	-13	0	-1.2	15	109	8	2	0	3
COc1ccc(CNC(C)C23CC4CC(CC(C4)C2)C3)c(OC)c1OC (centres undefined)	3	-16	0.4	29	100	-14	-4	2	-4
COc1ccc(Cl)cc1NC(=S)N1CCCC1	-14	3	2.0	23	96	-4	6	3	8
CCn1c(NCc2ccco2)nc2c1c(=O)n(C)c(=O)n2C	-9	-4	0.2	-14	102	2	3	5	5
CC1Sc2ccc(C(=O)NCc3cccc(C(F)(F)F)c3)cc2NC1=O (centres undefined)	.	-9	-0.3	.	.	1	6	0	-1
Cc1ccc2nc(SCC(=O)Nc3ccc(F)cc3F)nc(=O)n2c1	.	2	-0.4	.	.	6	6	1	7
CC(=O)N1N=C(c2ccc(Br)cc2)CC1c1cn(C)c2ccccc12 (centres undefined)	-8	-3	1.4	12	111	-12	-6	-1	5
CCOC(=O)c1cn(Cc2ccccc2)nn1	-21	-2	1.3	-31	131*	-16	5	1	10
CCCN(C(=O)c1cccc(S(=O)(=O)N2CCN(Cc3ccccc3)CC2)c1)C1CCS(=O)(=O)C1 (centres undefined)	.	-2	-0.5	.	.	-4	6	3	3
COC(=O)c1ccc(CN(c2ccccc2OC)S(=O)(=O)c2cccs2)o1	-7	-4	-0.7	-34	105	-8	7	0	-1
COc1ccc(/C=C/C(=O)OCC(=O)Nc2ccc(S(N)(=O)=O)cc2)cc1OC	6	0	0.5	28	100	-3	-4	5	-3
O=C(NCc1ccccc1)c1ccc(=O)[nH]n1	-5	3	-0.1	19	115	20	-2	1	7
COc1ccc(C(=O)NC2CCN(C(=S)Nc3ccc(C)c(C)c3)CC2)cc1	-4	-2	-1.6	-5	99	16	8	4	5
CC(C)c1ccc(/C=C2\SC(=S)N(CCC(=O)NCCCn3ccnc3)C2=O)cc1	-18	-6	-1.9	-10	99	-4	-2	4	8
COc1ccc(NC(=O)c2ccccc2C)c(OC)c1	-9	-6	0.7	-2	105	23	20	0	0
COc1ccc(/C=C2\SC(=S)N(C(C(=O)O)c3ccccc3)C2=O)c(OC)c1 (centres undefined)	-2	-2	4.1	-41	99	30	5	-5	5
COc1ccccc1N1CCN(c2cc(=O)n(-c3ccc(Cl)cc3)c(=O)[nH]2)CC1	0	4	-1.6	6	109	0	3	5	-3
Cc1ccc(C(=O)N/C(=C\c2cn(C)c3ccccc23)C(=O)OCCN(C)C)cc1	-2	-5	0.1	20	96	0	6	7	4
Fc1cccc(Cc2noc(CN3CCN(c4cnccn4)CC3)n2)c1	4	-5	1.2	63*	92	-9	-4	-5	0
COc1ccccc1NC(=O)C(Cc1ccc(Cl)cc1)c1nn[nH]n1 (centres undefined)	-19	-1	2.4	34	100	2	4	-3	11
COc1ccc(NC(=O)C2CC2)cc1OC1CCCC1	-8	.	-0.3	.	109	15	2	-1	8
COCCCNC(=S)NC(=O)c1ccccc1	0	-3	-2.2	-12	128	17	6	6	-5
CCCCN(Cc1cc2ccccc2[nH]c1=O)C(=O)c1ccccn1	1	-4	-0.8	50	105	17	4	-1	4
COCCNC(=O)CSc1nc2cc(OC)c(OC)cc2c(=O)n1Cc1ccco1	-9	-4	-3.2	46	103	-58	4	-3	1
COC(=O)NCC(C)OC(=O)Nc1ccc(Cl)cc1 (centres undefined)	-8	-3	-0.1	41	97	2	-10	-1	2
COc1ccc(C(=O)Nc2cccc(NC(=O)c3cccs3)c2)cc1	-15	-12	2.6	19	105	-6	-2	-1	8
N#CC(c1ccc(Cl)cc1)(c1ncc(C(F)(F)F)cc1Cl)N1CCOCC1 (centres undefined)	-3	-6	1.9	32	.	-10	2	7	-5
O=C1Nc2ccccc2C12Nc1ccccc1S2 (centres undefined)	-5	.	.	2	100	.	.	.	4
CCCCOC(=O)C1=C(C)Nc2ncnn2C1c1cccc(OC)c1OC (centres undefined)	-18	-6	-1.6	4	105	5	11	2	5
CCOC(=O)c1[nH]c(C)c(/C(O)=C2\C(=O)C(=O)N(CCN(C)C)C2c2ccco2)c1C (centres undefined)	-6	-6	0.4	20	96	-4	9	-1	3
CC(=O)c1ccc(OCC(O)CN2CCC(C)CC2)cc1 (centres undefined)	-22	-3	-1.4	-2	99	6	-2	1	8
NC(=O)C1CCN(c2nc(-c3ccccc3)nc3ccccc23)CC1	5	-3	4.0	-10	94	-30	-3	2	2
Cc1ccccc1NC(=S)N(C)CCc1ccccn1	-4	-3	-0.1	8	92	2	-2	6	7
N#Cc1c(-c2ccco2)nc(NCC2CCCO2)[nH]c1=O (centres undefined)	-18	1	-1.7	2	100	-3	10	10	1
CC(C)Cn1c(=O)c2ccccc2n2c(CCC(=O)NCc3ccccn3)nnc12	3	-10	0.4	48	98	1	2	3	1
Cc1ccc(-n2nnc3c(=O)n(Cc4cc(C)ccc4C)cnc32)cc1	0	1	3.1	12	109	-22	-12	7	-1
O=C(CSc1nc2ccccc2c(=O)n1-c1ccc(F)cc1F)c1c[nH]c2ccccc12	9	-1	-0.2	-8	87	-6	-6	-1	-2
COc1ccc(C)cc1NC(=O)CN(C)S(=O)(=O)c1cc(C)ccc1OC	-2	-4	-0.2	18	101	-2	4	6	1
CCOc1ccccc1NC(=O)c1cccc(N2C(=O)CCC2=O)c1	9	1	-1.5	6	97	10	0	6	4
COc1ccc2cc(C(=O)N3CCN(Cc4ccc5c(c4)OCO5)CC3)[nH]c2c1	-20	3	0.1	12	99	50*	-6	5	-4
Cc1ccc(C2=NCCn3nc4cc(C(F)(F)F)ccc4c32)cc1	.	-6	-2.5	.	.	0	3	4	2
Oc1ccc(O)c(/C(=N/Nc2ccccc2)c2ccccc2)c1	1	.	.	-91	96	.	.	.	1
O=C(CN1CCNCC1)NCCSc1ccc(Cl)cc1	-10	-4	0.2	20	89	-6	0	-2	5

Grouped by structure, the compounds so far containing a thiophene ring, fused or not.
SMILES	pCIP destab	GalR3 antagonist	CRFBP-R2 agonist	PHOSPHO1 inh	MEKK3 PB1 HTS	CRFBP-R2 block	M4 PAM	IDE act	IDE cell inh
CN(C)CCOc1ccc(-c2c(-c3ccccc3)sc3ccccc23)cc1	.	-12	3.8	.	.	-13	0	2	8
COC(=O)c1ccc(CN(c2ccccc2OC)S(=O)(=O)c2cccs2)o1	-7	-4	-0.7	-34	105	-8	7	0	-1
COc1ccc(C(=O)Nc2cccc(NC(=O)c3cccs3)c2)cc1	-15	-12	2.6	19	105	-6	-2	-1	8

Further compounds follow:
SMILES	pCIP destab	GalR3 antagonist	CRFBP-R2 agonist	PHOSPHO1 inh	MEKK3 PB1 HTS	CRFBP-R2 block	M4 PAM	IDE act	IDE cell inh
Cc1ccc(S(=O)(=O)Nc2ccc3c(c2)nc(CCN2CCN(c4ccccn4)CC2)n3C)cc1	1	-5	-0.5	18	104	-10	-12	0	3
O=C(Nc1ccccc1)Nc1ccc2nnsc2c1	3	2	11	34	102	13	-56	-4	4
COc1ccc2cc(C(=O)NCc3ccccc3CN3CCCC3)ccc2c1	.	-8	0.1	.	.	-9	-9	-1	7
CCOc1cccc2c1OC(c1cc(OC)c(OC)c(OC)c1)N1N=C(c3ccc(C)o3)CC21 (centres undefined)	-13	.	2.5	-9	15*[inhibitor]	-2	-5	-5	3
CNc1ccccc1C(C)(C)c1cn(-c2ccc([N+](=O)[O-])cc2)nn1	2	-9	-1.3	-26	102	1	0	2	6
NS(=O)(=O)c1ccc(CCNC(=O)c2ccccc2OCc2ccc(F)cc2)cc1	-1	-12	-1.5	14	102	10	-2	-1	1
Cc1ccc(NC(=O)CSc2nc(N)cc(=O)[nH]2)cc1S(=O)(=O)N1CCOCC1	9	4	1.9	20	100	-14	-8	-14	6
O=C1CSC(=S)N1N=Cc1c[nH]c2ccc(Br)cc12	.	-6	1.7	.	.	-6	3	.	.
Cc1ccc(-c2csc(NC(=O)c3c(C)noc3C)n2)cc1	.	-2	-0.8	.	.	-2	3	-5	6
O=C(CCn1nnc2ccccc21)N1CCN(c2ccccc2)CC1	-12	-3	1.4	-8	.	95*	1	7	7
COc1ccc(-c2c(C)n([O-])c(C)c(-c3ccccc3)[n+]2=O)cc1OC	-8	-7	0.7	4	110	10	3	-1	-2
COc1ccc(S(=O)(=O)N2CCCOC2CNC(=O)C(=O)NCCc2ccco2)cc1C (centres undefined)	15	-1	-0.8	51	98	7	7	-2	-2
CCc1nnc2n1N=C(c1ccc(-c3cc(Cl)ccc3Cl)o1)CS2	-10	-2	-0.1	90*	93	0	11	-4	2
O=C(Cn1cnc2nc3n(c2c1=O)CCC3)NCc1ccccc1	8	-5	-1.4	-2	101	-5	-1	-2	2
c1ccc(COc2cccc(CNn3cnnc3)c2)cc1	-6	-7	1.5	28	105	15	-1	0	-1

Filtered by structure: the compounds so far containing a furan ring, fused or not (8)
SMILES	pCIP destab	GalR3 antagonist	CRFBP-R2 agonist	PHOSPHO1 inh	MEKK3 PB1 HTS	CRFBP-R2 block	M4 PAM	IDE act	IDE cell inh
CCn1c(NCc2ccco2)nc2c1c(=O)n(C)c(=O)n2C	-9	-4	0.2	-14	102	2	3	5	5
COC(=O)c1ccc(CN(c2ccccc2OC)S(=O)(=O)c2cccs2)o1	-7	-4	-0.7	-34	105	-8	7	0	-1
COCCNC(=O)CSc1nc2cc(OC)c(OC)cc2c(=O)n1Cc1ccco1	-9	-4	-3.2	46	103	-58	4	-3	1
CCOC(=O)c1[nH]c(C)c(/C(O)=C2\C(=O)C(=O)N(CCN(C)C)C2c2ccco2)c1C (centres undefined)	-6	-6	0.4	20	96	-4	9	-1	3
N#Cc1c(-c2ccco2)nc(NCC2CCCO2)[nH]c1=O (centres undefined)	-18	1	-1.7	2	100	-3	10	10	1
CCOc1cccc2c1OC(c1cc(OC)c(OC)c(OC)c1)N1N=C(c3ccc(C)o3)CC21 (centres undefined)	-13	.	2.5	-9	15*[inhibitor]	-2	-5	-5	3
COc1ccc(S(=O)(=O)N2CCCOC2CNC(=O)C(=O)NCCc2ccco2)cc1C (centres undefined)	15	-1	-0.8	51	98	7	7	-2	-2
CCc1nnc2n1N=C(c1ccc(-c3cc(Cl)ccc3Cl)o1)CS2	-10	-2	-0.1	90*	93	0	11	-4	2
